Screens deposited in PubChem by National Center for Advancing Translational Sciences (NCATS).
Gal4-VP16 FLuc: Gal4-VP16 reporter inhibition counter-screen | Drosophila S2 Gal4-VP16 UAS-luciferase, luminescence, 20 h | Potency, µM (top dose mostly 53.6 µM), inactives show at the highest dose activity, negative = inhibition, usual class: inhibitors | hit rate 3.5% among 310,000;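 note: Gal4-VP16 expression switched on by copper sulfate through the metallothionein promoter; potency is the fitted concentration of half-maximal effect; % is set by controls: 0 for no effect and ±100 for the full control effect; nearly all actives have a fitted effect of over 50% in size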
Giardia kill: Giardia lamblia killing; Giardia lamblia trophozoite viability; activity change, % at 7.66 µM, hits read low; hit rate 0.15% among 340,000; AID 540267; in the data active = activity change below about -80%; inconclusive = between about -30% and that limit;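 note: parasites exposed to compound for two days anaerobically before the ATP read; % is set by controls: 0 for no effect and ±100 for the full control effect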
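Luminescent ATP signal served as the viability read-out, measured 15-30 min after adding ATP detection reagent to trophozoites that had been incubated with compounds for 48 hrs at 37 deg C anaerobically at 100 cells/well.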
KCNH2 3.1 inh: blocks the human KCNH2 3.1 channel isoform; U2OS KCNH2 3.1, thallium flux FluxOr; stronger effect = lower value; activity change, % (tested at about 1.8 µM); hit rate 0.95% among 340,000;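 active = maximum activity change below -70%; inconclusive = maximum activity change from -70% to -50%; inactive = maximum activity change above -50%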;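 note: thallium influx rate constant from kinetic fluorescence after stimulation buffer; % is set by controls: 0 for no effect and ±100 for the full control effect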
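Thallium flux via FluxOr fluorescence (Red40 quencher, 45 min loading) in U2OS cells virally expressing the KCNH2 3.1 isoform (1.77 x 10^8 /mL virus, overnight at 37 C). Rate constants from 2-min kinetic reads post-stimulation, normalised to positive and negative controls.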
Tb PFK block: blocks T. brucei phosphofructokinase; T. brucei PFK, ADP-Glo luminescence; Potency, µM (top dose mostly 57.5 µM), for the others: top-dose activity, negative = inhibition, actives largely listed as inhibitors; hit rate 0.17% among 330,000; AID 485367;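 note: potency is the fitted concentration of half-maximal effect; 0% = uninhibited 1x PFK enzyme wells and -100% = no-enzyme wells; nearly all actives have a fitted effect of over 60% in size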
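1.25 nM PFK with 0.5 mM F6P and 0.1 mM ATP in 0.1 M TEA pH 8.0, 5 mM MgCl2, incubated 45 min at room temperature; ADP measured by ADP-Glo luminescence; compounds titrated up to 57 uM.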
NPC1 prom act: NPC1 promoter activation. Huh7 NPC1 promoter luciferase reporter, 24 h. hit rate 2.4% among 320,000. AID 485313. Potency, µM (titrated, usually from 9.22 µM), for the others: at the highest dose activation, actives largely listed as activators;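 note: potency is the fitted concentration of half-maximal effect; % of control where 0% means no effect; nearly all actives have a fitted effect of over 60% in size; reporter is driven by a mutant NPC1 promoter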
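NPC1 promoter–luciferase Huh7 cells; 24 h compound; luminescence.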
ELG1 genotoxic: induces genotoxicity in HEK293T cells with luciferase-tagged ELG1 | HEK293T ELG1-luciferase reporter, luminescence, 16 h | Potency, µM (series often up to 46 µM), for inactives: top-dose activity change, positive = activation, actives largely listed as activators | hit rate 1.3% among 330,000 | AID 504466; note: potency is the fitted concentration of half-maximal effect; % of control where 0% means no effect; nearly all actives have a fitted effect of over 60% in size
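Luminescence read-out: rising ELG1-luciferase signal, reflecting elevated ELG1 protein under genetic stress, flags genotoxic compounds. Cells were treated for 16 hr at 37 °C before ONE-Glo detection.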
FLuc modulator: counter-screen for miR-21 project: firefly luciferase inhibitors or activators. purified FLuc, Km substrates, luminescence inhibition. Potency, µM (series often up to 57.5 µM), inactives show at the top dose activity change, negative = inhibition, hits mostly inhibitors. hit rate 6.9% among 360,000;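 note: potency is the fitted concentration of half-maximal effect; plate controls were vehicle for no effect and reference inhibitor for full effect; nearly all actives have a fitted effect of over 55% in size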
Target sequence (P08659 whole entry, looked up): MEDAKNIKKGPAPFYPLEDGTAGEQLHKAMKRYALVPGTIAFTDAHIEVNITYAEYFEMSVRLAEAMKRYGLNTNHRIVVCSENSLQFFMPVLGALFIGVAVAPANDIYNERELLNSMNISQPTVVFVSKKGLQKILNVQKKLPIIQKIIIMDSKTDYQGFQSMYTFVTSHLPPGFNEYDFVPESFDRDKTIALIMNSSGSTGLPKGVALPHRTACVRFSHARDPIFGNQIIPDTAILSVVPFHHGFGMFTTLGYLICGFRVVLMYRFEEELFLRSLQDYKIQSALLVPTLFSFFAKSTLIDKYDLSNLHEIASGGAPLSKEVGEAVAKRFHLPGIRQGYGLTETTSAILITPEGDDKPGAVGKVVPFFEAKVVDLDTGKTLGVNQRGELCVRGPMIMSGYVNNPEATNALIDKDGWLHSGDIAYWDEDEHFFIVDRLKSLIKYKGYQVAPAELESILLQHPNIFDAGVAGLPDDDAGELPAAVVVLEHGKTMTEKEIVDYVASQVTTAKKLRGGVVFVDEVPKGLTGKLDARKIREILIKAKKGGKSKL
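Biochemical qHTS of compounds, final roughly 60 µM downward over six points, against 10 nM purified firefly luciferase using Km concentrations of substrates (10 uM D-luciferin, 10 uM ATP) in Tris acetate pH 7.5 buffer; luminescence output.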
RORgamma inh: blocks mouse ROR gamma transcriptional activity; P51450; Drosophila S2 Gal4-RORgamma UAS-luciferase reporter, 20 h; Potency, µM (titrated, usually from 53.6 µM), for the others: top-dose activity change, negative = inhibition, most hits filed as inhibitors; hit rate 5.4% among 310,000; AID 2551; note: potency is the fitted concentration of half-maximal effect; % is set by controls: 0 for no effect and ±100 for the full control effect; nearly all actives have a fitted effect of over 60% in size
Target sequence (P51450 whole entry, looked up, the tested form may be a part): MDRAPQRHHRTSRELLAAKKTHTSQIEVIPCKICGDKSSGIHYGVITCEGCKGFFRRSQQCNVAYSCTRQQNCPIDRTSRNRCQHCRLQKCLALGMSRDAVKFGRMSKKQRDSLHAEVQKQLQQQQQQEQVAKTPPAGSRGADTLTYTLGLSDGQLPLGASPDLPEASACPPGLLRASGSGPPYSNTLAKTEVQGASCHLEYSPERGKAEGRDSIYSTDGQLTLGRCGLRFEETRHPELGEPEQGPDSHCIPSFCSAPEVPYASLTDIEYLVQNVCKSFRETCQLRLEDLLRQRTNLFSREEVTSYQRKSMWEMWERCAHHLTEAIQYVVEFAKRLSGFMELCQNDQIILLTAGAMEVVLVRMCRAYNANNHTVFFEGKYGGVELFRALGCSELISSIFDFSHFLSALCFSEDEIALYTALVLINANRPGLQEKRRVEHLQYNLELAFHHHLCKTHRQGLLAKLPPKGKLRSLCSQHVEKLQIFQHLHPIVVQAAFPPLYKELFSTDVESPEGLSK
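Stable Schneider cell line, Gal4 DNA-binding domain fused to ROR gamma, UAS-luciferase. Cmpd 1 hr RT → CuSO4 700 uM final → 20 hr RT → luciferase reagent 10 min → luminescence.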
Rab9 promoter act: Rab9 promoter activation; Huh7 Rab9 promoter-luciferase reporter, luminescence, 24 h; Potency, µM (top dose mostly 9.22 µM), inactives show at the highest dose activation, negative = inhibition, hits mostly activators; hit rate 2.8% among 320,000; AID 485297; note: potency is the fitted concentration of half-maximal effect; % of control where 0% means no effect; nearly all actives have a fitted effect of over 60% in size
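Stable Rab9-luc Huh7, 1500 cells/well, 2 h settle; cmpd in DMSO, 24 h, 37 °C/5% CO2; luciferase reagent 10 min RT; luminescence.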
Coupling enz: inhibits coupling enzyme system, counter-screen for aldolase hits; hit rate 0.67% among 290,000; coupling enzyme system counterscreen, AmpLite Red fluorescence; activity change, negative = inhibition, % at 58.2 µM, hits read low; in the data active = activity change below about -30%; note: % is set by controls: 0 for no effect and ±100 for the full control effect
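Activity here indicates interference with the coupling reaction, not aldolase inhibition. Compounds at 57.5 uM final met coupling enzymes for 10 min at RT; substrate and AmpLite Red detection followed, with a 525/598 nm fluorescence read after 20 min.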
uPA surface inh: blocks generation of uPA at the cell surface; cell surface uPA generation assay, qHTS; Potency, µM (titrated, usually from 38.3 µM), inactives show top-dose activity change, negative = inhibition, actives largely listed as inhibitors; hit rate 0.31% among 330,000; active = well fitted inhibition curve with a large enough effect; inconclusive = small, poorly fitted or top-dose-only effect; inactive = no such curve, though single readings can be large or run the other way; tested in mouse RAW 264.7 cells; note: potency is the fitted concentration of half-maximal effect; % is set by controls: 0 for no effect and ±100 for the full control effect; nearly all actives have a fitted effect of over 55% in size
An asterisk follows results filed as active; ? = inconclusive; . = not tested or not shown; & = joins results of further samples; [ ] = dose if it differs, or a comment. Unless noted, calls come from the whole dose curve; as a rule, active = well fitted curve in the direction sought with a large enough effect; inconclusive = small, poorly fitted or top-dose-only effect, or another doubt; inactive = no such curve, though single readings can be large; an effect the other way counts as inactive or inconclusive.

SMILES	Gal4-VP16 FLuc	Giardia kill	KCNH2 3.1 inh	Tb PFK block	NPC1 prom act	ELG1 genotoxic	FLuc modulator	RORgamma inh	Rab9 promoter act	Coupling enz	uPA surface inh
CCCCn1nc(C(=O)N2CCc3ccccc32)c2ccccc2c1=O	9%	0	2	0%	0%	-1%	-2%	19%	0%	-4	2%
CCOC(=O)c1cccc(NC(=O)/C(=C\c2ccccc2)NC(=O)c2ccccc2Cl)c1	-6%	4	8	-3%	-1%	0%	-5%	3%	7%	0	7%
CCCN1C2CCCC1CC(NC(=S)Nc1cccc(C)c1)C2 (stereo not given)	15%	-6	-22	-6%	0%	1%	3%	-11%	-1%	3	-8%
CCc1nc2ccc(C(=O)N3CCN(c4cccc(C)c4C)CC3)cc2nc1CC	-2%	-5	1	2%	-1%	4%	3%&-8%	14%	4%	4	4%
CCOC(=O)c1nn(-c2ccc(F)cc2)c2nc(Nc3ccccc3)cc(=O)n12	-6%	3	-15	2%	-1%	0%	2%	?	-3%	0	7%
O=c1oc(-c2ccccc2F)nc2c1cnn2-c1ccccc1	?	2	11	-1%	1%	-1%	-2%	?	-1%	5	-1%
COc1ccccc1NC(=O)c1cc[n+]([O-])cc1	3%	-6	12	-6%	-3%	0%	3%	-6%	-2%	3	6%
COc1ccc(-c2cc(=O)[nH]c(=S)[nH]2)cc1	-11%	-5	1	1%	-14%	4%	-19%	-11%	0%	5	1%
Cc1c(C(=O)Nc2cccc([N+](=O)[O-])c2)cnn1-c1ccccc1	6%	-11	4	-5%	2.8µM*	?	9.5µM*	?	2.5µM*	-15	-17%
O=C(O)Cn1nnc(COc2ccccc2)n1	5%	-6	14	1%	-4%	-1%	-4%	-2%	-3%	1	1%
O=C(Nc1cccnc1)c1ccc(CSc2ccccc2)cc1	-1%	-26	3	-5%	2%	9%	-16%	17%	24%	5	4%
CCOC(=O)N1CCN(C(=O)c2cnn3c(C)c(Cc4ccc(C)cc4)c(C)nc23)CC1	2%	-11	7	1%	-2%	-5%	-1%	-5%	15%	-1	-2%
CCCNC(=O)CSc1nc(-c2cccs2)cc(C(F)(F)F)n1	1%	6	1	2%	-3%	2%	-1%	-19%	-7%	.	3%
CCn1c(O)c2ccc(C(=O)N=NC(=O)c3cccnc3)cc2c1O	-4%	-3	-2	5%	-2%	3%	-14%	-6%	-8%	-1	.
COc1ccc(NC(=O)CN(C)CCOc2ccc(Cl)cc2)cc1OC	-1%	14	-18	1%	-1%	-9%	-1%	43%	-1%	0	0%
Cc1onc(-c2ccccc2)c1C(=O)NC(C)CCc1ccccc1 (stereo not given)	5%	8	-10	-1%	1%	-3%	0%	-21%	1%	1	-3%
Cc1cccnc1NC(=S)NCCc1ccccc1	10µM*	4	-5	0%	24%	?	17µM*	2.8µM*	?	1	-1%
CCC(Sc1nc2sc(C(=O)OC)c(C)c2c(=O)n1N)C(=O)N(CC)CC (stereo not given)	5%	11	9	2%	5%	2%	-1%	5%	-1%	1	.
CCOc1ccccc1NC(=O)COC(=O)Cc1cccs1	2%	-7	.	2%	1%	4%	-8%	-29%	-1%	0	4%
CN1CCN(c2ccc(S(=O)(=O)N3CCCCC3)cc2NC(=O)COc2ccc(F)cc2)CC1	.	-4	-22	3%	-5%	-2%	7%	.	1%	.	0%
Cc1nc(N2CCN(c3ccccn3)CC2)c2c(C)c(C(=O)Nc3ccc(F)c(Cl)c3)sc2n1	-3%	-11	-78*	2%	-9%	-17%	3%	-5%	-7%	1	-7%
CCOC(=O)C1=C(C)N(CCO)C(=O)NC1c1cccc(O)c1 (stereo not given)	-10%	-4	18	0%	-1%	-1%	-3%	11%	-5%	-2	1%
COc1cccc(CN2CCN(C(=O)c3cccc4ccccc34)CC2)c1OC	11%	-12	-18	3%	-2%	-14%	1%	9%	-4%	2	-2%
O=C(CC1N=C2c3ccccc3N=C(SCc3ccccc3Cl)N2C1=O)NCc1ccco1 (stereo not given)	-1%[0.365 µM]	6	12	10%	2%	18%	-10%	-32%	-4%	-1	-6%
CC(C)Oc1ccc(OCCSc2nc3ccccc3n2CC(=O)O)cc1	-1%	-26	36	0%	0%	-1%	?	6%[1.91 µM]	11%	7	-2%
CC(=NCC1CCNCC1)C1=C(O)CC(C)(C)CC1=O	.	7	-3	-8%	-5%	2%	-3%	-14%[0.365 µM]	-2%	3	2%
CC1CCN(C(=O)CCc2nnc(-c3ccccc3)o2)CC1	21%	?	0	-3%	?	?	15µM*	1%	?	3	-1%
C=C[C@@H]1c2cc(C)ccc2N(S(=O)(=O)c2ccc(C)cc2)[C@H](c2ccccc2)C1(C#N)S(=O)(=O)c1ccccc1 (stereo not given in full)	.	-16	7	8%	.	0%	.	.	.	.	10%
CN(C(=O)/C=C/c1cnc2ccccc2c1)C1CCCCC1	-27%	-5	4	1%	1.6µM*	-1%	4.3µM*	?	1.1µM*	-2	-12%
Cc1csc(NC(=O)c2cnc3ccccc3n2)n1	?	-4	1	0%	?	?	2.4µM*	11µM*	?	-1	-10%
Clc1ccccc1CNc1ncnc2nc[nH]c12	-18%	-11	11	0%	-1%	-3%	11%	6%	-3%	-1	-14%
CCOC(=O)c1c(C)nc2sc3c(=O)[nH]cnc3c2c1-c1ccc(OC)cc1	-2%	-20	14	0%	-4%	2%	0%	2%	-5%	12	-1%
N=C1/C(=C\c2ccc(OC(=O)c3ccc(F)cc3)cc2)C(=O)N=C2SC(N3CCCC3)=NN12	-15%	-18	-10	2%	-1%	3%	?	-33%	6%	-1	-2%
COc1cc(/C=C2\SC(=O)N(c3ccc(Cl)cc3)C2=O)cc([N+](=O)[O-])c1O	-3%	?	26	0%	-10%	-6%	-6%	8%	-3%	1	-2%
CC(=O)c1ccccc1OCCn1nnc(-c2ccc(C)cc2)n1	-5%	4	-4	5%	-1%	-1%	-3%	?	3%	1	2%
COc1cc(/C=C/C(=O)NC(C)C)ccc1OCc1ccccc1	-21%	24	19	-3%	-4%	1%	-4%	26%	1%	5	7%
O=[N+]([O-])c1cc(S(=O)(=O)N2CCCCCC2)ccc1Cl	3%	-12	-5	1%	-2%	17%	-1%	-43%	-16%	3	5%
CC1CN(S(=O)(=O)c2ccc(C(=O)Nc3nnc(-c4ccc5c(c4)CCCC5)o3)cc2)CC(C)O1 (stereo not given)	0.89µM*	12	-7	0%	-30%	-11%	-15%	0.11µM*	-32%[inhibitor]	8	?
O=C(NCc1ccco1)c1ccc2c(c1)C(=O)c1ccccc1-2	5%	-7	10	1%	4%	15µM*	?	-22%	16%	0	.
CCOC(=O)c1ccc(NC(=O)CSc2ccc(-c3ccncc3)nn2)cc1	-3%	7	-9	-3%	-2%	1%	-4%	2%	-5%	-4	-6%
Cn1c(SCC(=O)Nc2ccc3c(c2)OCO3)nnc1-c1cnccn1	-1%	-15	5	6%	-1%	2%	2%	18%	-1%	-6	6%
Cc1cc(N(CCO)CCO)nc(-n2nc(C)cc2C)n1	10%	0	-1	0%	1%	-4%	4%	-30%	4%	4	0%
O=C(O)Cc1cn(Cc2cccc(Cl)c2)c2ccccc12	-2%	0	6	-10%	1%	-7%	?	15%	-6%	12	0%
COc1ccc2c(Cl)c(C(=O)NCCCn3ccnc3)sc2c1Cl	-24%	6	-16	1%	-5%	?	5%	-37%	0%	2	7%
CC(C)(C)OC(=O)[C@H](Cc1ccccc1)NC(=O)c1nc[nH]c1C(=O)N1CCc2ccccc2C1	?	13	-26	-3%	-2%	0%	0%	?	-3%	-1	-6%
CCOCC(=O)Nc1c(C(=O)OCC)oc2ccccc12	-2%	4	-12	5%	-4%	1%	0%	8%	1%	4	.
CCOC(=O)C1CCCN(C(=O)c2cc(S(=O)(=O)Nc3ccccc3OC)ccc2C)C1 (stereo not given)	-2%	-14	-1	2%	0%	-3%	0%	35%	2%	2	-3%
CCOC(=O)N1CC=C2C(C#N)=C(N)C(C#N)(C#N)[C@H](c3ccc(OCC)c(OCC)c3)[C@H]2C1	-2%	16	.	1%	-2%	?	6%	15%	11%	0	.
Cc1cccc(NC(=O)N2CCN(Cc3ccc4c(c3)OCO4)CC2)c1C	-1%	?	6	-3%	-14%	-1%	-1%	9%	-5%	0	19%
S=c1nc[nH]c2c1ncn2C1CCCC1	-21%	-9	1	-4%	1%	0%	-5%	?	-1%	-5	14%
Cc1cc(C(=O)Nc2cccnc2)cs1	.	2	-10	-5%	-2%	11%	-4%	-5%[0.365 µM]	15%	-1	2%
COc1ccc(OC)c(C2C(C#N)=C(N)N(N(C)C)C3=C2C(=O)CCC3)c1 (stereo not given)	13%	-2	-9	-6%	-5%	0%	1%	-1%	4%	0	0%
